Screening data deposited in PubChem by National Center for Advancing Translational Sciences (NCATS).
S-ASM inh = Inhibitors of Secretory Acid Sphingomyelinase (S-ASM): qHTS; Sphingomyelin phosphodiesterase (Homo sapiens), P17405; placental ASM, HMU-PC fluorogenic substrate, 60 min; Potency, µM (titrated, usually from 57.5 µM), without a hit: top-dose activity change, negative = inhibition, hits mostly inhibitors; hit rate 0.006% among 340,000; AID 504937, 2011; further: potency means the concentration at half of the fitted maximal effect
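Human placenta-derived ASM enzyme was preincubated with compound for 10 minutes at room temperature, then given fluorogenic substrate HMU-PC0 (9 uM final) for 60 minutes at 37 °C; a pH 10 stop preceded fluorescence reading at Ex 386/Em 447 nm.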
USP2a inh = qHTS Assay for Inhibitors of Ubiquitin-specific Protease USP2a Using CHOP2 as the Reporter; Ubiquitin carboxyl-terminal hydrolase 2 (Homo sapiens), O75604; USP2 core, Ub-CHOP2 coupled fluorogenic reporter, 485/531; Potency, µM (highest dose often 38.3 µM), for inactives: at the top dose activity change, negative = inhibition, hits mostly inhibitors; hit rate 0.01% among 330,000; AID 463254, 2010;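 further: potency means the concentration at half of the fitted maximal effect; plate controls were DMSO wells for no effect and full inhibition by NEM control for full effect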
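Deubiquitinase activity read as fluorescence (485/531 nm) after Ub-CHOP2 cleavage activates the enterokinase reporter on its substrate; USP2 core 10nM, Ub-CHOP2 and substrate 25nM each, 30min compound preincubation then 60min RT; data normalized to NEM, curves fitted.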
Eya2 phos inh = qHTS Assay for Inhibitors of the Phosphatase Activity of Eya2; Protein phosphatase EYA2 (Homo sapiens), O00167; recombinant Eya2, OMFP fluorescence dephosphorylation (OMFP is methylfluorescein phosphate); Potency, µM (series often up to 76.9 µM), inactives show at the highest dose activity, negative = inhibition, hits mostly inhibitors; hit rate 0.006% among 330,000; further: potency means the concentration at half of the fitted maximal effect; on the % scale 0 is the no-effect control and ±100 the full control effect
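Eya2 protein (added as 0.2 uM solution) was preincubated with compound for 10 min at ambient temperature in 50 mM HEPES pH 7.5, 50 mM NaCl, 5 uM MgCl2, 0.05% BSA, 1 mM DTT. OMFP (added at 50 uM) then reacted 10 min; fluorescence read at 485/525 nm.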
a7 integrin act = qHTS for Activators of Integrin-Mediated Alleviation for Muscular Dystrophy. alpha7betagal myoblasts, beta-gal FDG fluorescence, 48 h. Potency, µM (top dose mostly 38.3 µM), for the others: top-dose activation, most hits filed as activators. hit rate 0.064% among 350,000. AID 624291, 2012;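 further: potency means the concentration at half of the fitted maximal effect; 100% = response of the positive control SU9516; nearly all actives have a fitted effect of over 60% in size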
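alpha7betagal+/- myoblasts (passage 13, 250/well) treated 48 h at 37C with compounds at 1:260 dilution of DMSO stock. Lysed, then beta-galactosidase activity read as FDG fluorescence (ex 480/em 540) after 30 min, with pre-read for autofluorescence.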
TRPV1 agonist = HTS Assay for Compounds that Act as Agonists of the Vanilloid Receptor 1; Transient receptor potential cation channel subfamily V member 1 (Homo sapiens), Q8NER1; TRPV1-expressing cells, Fluo-8 calcium influx, agonist mode; activation, % at 8.33 µM; hit rate 0.19% among 320,000; in the data active means activation above about 80%; inconclusive means between about 30% and that limit; further: 0% is about no effect
Target sequence (Q8NER1 whole entry, looked up): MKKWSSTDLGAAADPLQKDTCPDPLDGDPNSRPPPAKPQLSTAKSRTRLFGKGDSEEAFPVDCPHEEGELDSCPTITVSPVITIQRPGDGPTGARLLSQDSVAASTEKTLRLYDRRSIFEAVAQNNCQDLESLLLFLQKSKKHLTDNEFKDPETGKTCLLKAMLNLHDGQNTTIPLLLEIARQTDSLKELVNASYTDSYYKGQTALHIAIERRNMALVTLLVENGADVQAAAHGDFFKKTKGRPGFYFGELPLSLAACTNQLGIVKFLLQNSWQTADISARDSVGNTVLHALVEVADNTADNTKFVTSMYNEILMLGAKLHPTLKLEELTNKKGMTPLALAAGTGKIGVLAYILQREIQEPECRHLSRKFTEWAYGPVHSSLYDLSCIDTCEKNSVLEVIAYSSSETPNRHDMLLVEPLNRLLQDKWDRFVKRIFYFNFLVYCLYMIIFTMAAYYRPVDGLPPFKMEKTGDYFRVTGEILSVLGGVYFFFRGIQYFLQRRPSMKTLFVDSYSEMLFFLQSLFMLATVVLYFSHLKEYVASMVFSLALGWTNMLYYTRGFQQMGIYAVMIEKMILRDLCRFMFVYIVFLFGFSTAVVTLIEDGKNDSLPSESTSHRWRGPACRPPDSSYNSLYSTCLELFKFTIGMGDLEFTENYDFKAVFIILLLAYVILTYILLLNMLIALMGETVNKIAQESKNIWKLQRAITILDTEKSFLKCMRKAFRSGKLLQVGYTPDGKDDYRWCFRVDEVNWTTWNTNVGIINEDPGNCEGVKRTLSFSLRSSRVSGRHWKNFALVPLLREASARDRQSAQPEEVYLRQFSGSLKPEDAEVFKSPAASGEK
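TRPV1-expressing cells were cultured overnight at 35.5C and loaded with Fluo-8 calcium dye for 40 to 90 min at room temperature. After a 10 s baseline, compound was added and calcium influx was read kinetically for 3 min (ex 480/em 520 nm).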
BRCA1 expr act = qHTS Assay to Identify Small Molecule Activators of BRCA1 Expression; MCF7-BRCA1-FFLuc reporter, luminescence, 48 h; response scale: scaled: vehicle 0%, 10 µM genistein 100%; Potency, µM (titrated, usually from 46.1 µM), for inactives: at the top dose activation, most hits filed as activators; AID 624202, 2012; hit rate 1.1% among 380,000; further: potency means the concentration at half of the fitted maximal effect; nearly all actives have a fitted effect of over 80% in size; some results filed as inactive show a strong effect at the top dose
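Luminescence from a BRCA1-driven firefly luciferase in MCF7 cells was read after 48 h compound exposure at 37 C. Data normalized against DMSO and a 10microM genistein activation control, then curve-fitted across the titration.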
uPA surface inh = qHTS for Inhibitors of Cell Surface uPA Generation. Potency, µM (series often up to 38.3 µM), without a hit: at the highest dose activity change, negative = inhibition, hits mostly inhibitors. cell surface uPA generation assay, qHTS. hit rate 0.31% among 330,000; active means well fitted inhibition curve with a large enough effect; inconclusive means small, poorly fitted or top-dose-only effect; inactive means no such curve, though single readings can be large or run the other way; tested in mouse RAW 264.7 cells; further: potency means the concentration at half of the fitted maximal effect; on the % scale 0 is the no-effect control and ±100 the full control effect; nearly all actives have a fitted effect of over 55% in size
ELG1 genotox = qHTS screen for small molecules that induce genotoxicity in human embryonic kidney (HEK293T) cells expressing luciferase-tagged ELG1; HEK293T ELG1-luciferase reporter, luminescence, 16 h; Potency, µM (series often up to 46 µM), without a hit: top-dose activity change, positive = activation, actives largely listed as activators; hit rate 1.3% among 330,000; AID 504466, 2011; further: potency means the concentration at half of the fitted maximal effect; % of control where 0% means no effect; nearly all actives have a fitted effect of over 60% in size
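HEK293T cells expressing luciferase-tagged ELG1 were exposed to compound or DMSO vehicle for 16 hr at 37 °C and 5% CO2. Luciferase activity was then measured with ONE-Glo after 30 min at room temperature.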
p53 reactivator = qHTS assay for re-activators of p53 using a Luc reporter; Potency, µM (highest dose often 92.2 µM), for inactives: top-dose activity change, positive = activation, usual class: activators; hit rate 0.063% among 320,000; H1299 p53-A138V BP100-luciferase reporter, luminescence, 24 h; AID 504706, 2011; further: potency means the concentration at half of the fitted maximal effect; % of control where 0% means no effect; nearly all actives have a fitted effect of over 45% in size
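H1299 (p53-null), stable ts p53-A138V + BP100-Luc; 1000 cells/well, Opti-MEM/10% FBS; cpd 4 pt, 1:5; 24 h, 37 deg C, 5% CO2; detection reagent 10 min RT; luminescence.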
PTAP TSG101 blk = qHTS Assay for Iinhibitors of HIV-1 Budding by Blocking the Interaction of PTAP/TSG101; Tumor susceptibility gene 101 protein (Homo sapiens), Q99816; Fluorescence polarization, FITC-PTAP peptide / Tsg101 binding; Potency, µM (highest dose often 115 µM), for inactives: at the top dose activity change, negative = inhibition, most hits filed as inhibitors; 340,000 tested, under 10 active; AID 493005, 2010; active means well fitted inhibition curve with a large enough effect in the main read-out, with a control signal flat, not every such curve was filed as active; inconclusive means small, poorly fitted or top-dose-only effect, or effect the other way, or a change in a side signal; inactive means no such curve, though single readings can be large or run the other way; further: potency means the concentration at half of the fitted maximal effect; % of control where 0% means no effect
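Fluorescence anisotropy tracks displacement of a FITC-tagged PTAP peptide (50 nM) from the Tsg101 binding domain (10 uM), following a 20 min room-temperature incubation at pH 7.5.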
B2AR arrestin = qHTS assay of beta-arrestin-biased ligands of beta2-adrenergic receptor; beta-arrestin recruitment to beta2AR, cell-based reporter; Potency, µM (top dose mostly 46.1 µM), without a hit: at the highest dose activation, actives largely listed as activators; hit rate 0.02% among 330,000; AID 492947, 2010;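 further: potency means the concentration at half of the fitted maximal effect; 0% = DMSO controls and full agonism = EC100 isoproterenol or metaproterenol; nearly all actives have a fitted effect of over 65% in size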
Numbers without * were called inactive; ? = inconclusive; nt = no result given; [ ] = dose if it differs, or a comment. Unless noted, the call rests on the fitted dose curve; in most records, active means well fitted curve in the direction sought with a large enough effect; inconclusive means small, poorly fitted or top-dose-only effect, or another doubt; inactive means no such curve, though single readings can be large; an effect the other way counts as inactive or inconclusive.

Structure	Eya2 phos inh	B2AR arrestin	USP2a inh	S-ASM inh	a7 integrin act	uPA surface inh	p53 reactivator	BRCA1 expr act	TRPV1 agonist	ELG1 genotox	PTAP TSG101 blk
COc1ccc(C(O)P(=O)(OCC(C)C)OCC(C)C)c(OC)c1 (stereo not drawn)	-2%	0.6%	0%	4%	-11%	4%	-6%	8%	7	-1%	3%
CC(=O)c1cccc(S(=O)(=O)N2CCCC(c3nc4c(nnn4Cc4cccc(Cl)c4)c(=O)[nH]3)C2)c1 (stereo not drawn)	7%	-0.5%	0%	?	2%	4%	-5%	-46%	-1	2%	-3%
COc1ccccc1N1CCN(C(=O)CSc2nnc3c4ccccc4n(CC(=O)O)c3n2)CC1	-8%	-0.9%	5%	6%	0%	4%	5%	-1%	-1	-5%	-2%
C/C(=N\O)C1CC(CC(=O)O)C1(C)C (stereo not drawn)	10%	0.3%	-1%	2%	-5%	1%	1%	-4%	-6	1%	-3%
CCOc1ccc(-c2nc(CSCC(=O)NCc3ccco3)c(C)o2)cc1	-18%	-0.1%	-2%	-1%	-30%	4%	29%	-91%	29	15%	-6%
C=C1CN(CC(=O)OC)S(=O)(=O)c2ccccc21	-3%	0.0%	-4%	0%	30%	-20%	-4%	2%	-3	4%	-8%
COc1ccccc1NS(=O)(=O)c1cccc(NC(=O)NC2CCCCC2)c1	-4%	2.7%	4%	-4%	-32%	-2%	-17%	-41%	8	-7%	0%
O=C(NCCCN1CCOCC1)c1ccccc1NS(=O)(=O)c1ccc(F)cc1	5%	-0.2%	3%	0%	1%	2%	3%	-15%	-4	0%	-3%
FC(F)(F)c1cccc(-c2ccc(/C=N/Nc3nncc(-c4ccccc4)n3)o2)c1	-26%	-0.7%	12%	-14%	12%	-4%	-1%	-3%	0	10%	-3%
O=C(CN1C(=O)NC2(CCCC2)C1=O)Nc1cccc(Cl)c1	7%	-0.4%	-1%	1%	-35%	0%	-2%	-27%	21	-1%	0%
N#Cc1nc(Cc2cccc3ccccc23)oc1N1CCC(C(N)=O)CC1	1%	0.5%	0%	-1%	-32%	1%	-12%	4%	21	1%	0%
CCOc1ccc(C(=O)NCC(=O)NCCCn2nc(C)cc2C)cc1OCC	5%	0.0%	-2%	2%	20%	21%	-7%	-15%	-2	0%	nt
COC(=O)CCCC[C@@H]1SC[C@@H](NC(=O)OC)[C@@H]1NC(=O)OC	4%	-0.6%	-2%	4%	4%	3%	3%	13%	0	0%	-7%
CCCCOC(=O)c1ccc(NC(=O)CSC2=Nc3ccccc3C3CC=NN23)cc1 (stereo not drawn)	-5%	0.1%	1%	-22%	-5%	-2%	1%	-2%	0	8%	1%
Cc1cc2nc[nH]c2cc1[N+](=O)[O-]	-12%	0.1%	3%	-2%	5%	4%	0%	18%	-2	-2%	-1%

Following part
Structure	Eya2 phos inh	B2AR arrestin	USP2a inh	S-ASM inh	a7 integrin act	uPA surface inh	p53 reactivator	BRCA1 expr act	TRPV1 agonist	ELG1 genotox	PTAP TSG101 blk
O=C(CSc1nnnn1-c1cccc(Cl)c1)Nc1ccc2c(c1)CCC2	-7%	-0.8%	3%	nt	nt	nt	1%	nt	-2	12%	nt
COc1ccc(Cl)cc1NC(=O)CNCC(c1ccccc1)N(C)C (stereo not drawn)	1%	-0.3%	-1%	5%	3%	-4%	-2%	-28%	6	-2%	-10%
O=C(Nc1cccnc1)c1cccc(S(=O)(=O)N2CCOCC2)c1	-30%	-0.2%	3%	-2%	0%	nt	10%	2%	1	-2%	-5%
CCCCC#Cc1cncc(C(=O)N/N=C/c2ccccc2)c1	-36%	-0.9%	0%	-9%	-7%	3%	4%	-4%	1	0%	-2%
CC(c1ccncc1)C(C)c1ccncc1 (stereo not drawn)	12%	0.6%	0%	3%	26%	-5%	-15%	0%	3	1%	-1%
COc1ccc(CC(=O)N(C)Cc2cccc(F)c2)cc1S(=O)(=O)N1CCOCC1	4%	-0.8%	1%	1%	7%	2%	-2%	11%	-1	-4%	-5%
COc1ccc(-c2nnc(SCC(=O)Nc3sc4c(c3C#N)CCC4)n2CC2CCCO2)cc1 (stereo not drawn)	-1%	0.4%	1%	?	0%	2%	-12%	-30%	-4	-2%	-1%
COn1c(C)c(C(C)=O)c2c3no[n+]([O-])c3ccc21	-9%	9.8%	-1%	3%	13%	4%	-6%	2%	-1	-4%	1%
CN(C)Cc1c(C(=O)N/N=C/C2CC=CCC2)nnn1-c1nonc1N (stereo not drawn)	3%	-0.4%	0%	-1%	2%	-1%	1%	0%	0	3%	-1%
Cc1cccc(C)c1NC(=O)C1C2C=CC(C2)C1C(=O)NCc1ccccn1 (stereo not drawn)	-6%	-0.3%	0%	5%	40%	8%	-4%	10%	8	1%	1%
CS(=O)(=O)N(CC(=O)NC1CCCC1)Cc1ccc(Cl)cc1	-3%	0.0%	-6%	5%	-4%[7.66 µM]	nt	-1%	-19%	6	0%	-2%
COc1ccc(Br)cc1CNC(=O)CCN1C(=O)COc2ccccc21	-26%	0.1%	-1%	-1%	6%	-2%	-2%	5%	0	0%	-18%
CC(NC(=O)COC(=O)c1ccccc1Nc1ccccc1)c1ccccc1 (stereo not drawn)	-12%	-0.5%	-1%	23%	9%	1%	-5%	-31%	?	0%	2%
Cc1cc(C)n(CCCNC(=O)CCNS(=O)(=O)c2ccccc2C(F)(F)F)n1	-7%	-0.4%	-1%	nt	-3%	0%	-5%	-9%	1	-1%	-8%
CC(C)NS(=O)(=O)c1ccc(OCC(N)=O)c(Cl)c1	19%	-0.2%	1%	5%	-7%	2%	3%	-14%	-3	1%	0%

Additional records
Structure	Eya2 phos inh	B2AR arrestin	USP2a inh	S-ASM inh	a7 integrin act	uPA surface inh	p53 reactivator	BRCA1 expr act	TRPV1 agonist	ELG1 genotox	PTAP TSG101 blk
Cc1cc(C(=O)OCC(=O)N(C)c2c(N)n(Cc3ccccc3)c(=O)[nH]c2=O)c(C)n1-c1ccccc1	-8%	0.4%	2%	3%	-6%	5%	-7%	6%	2	1%	-2%
COc1cc(-c2nnc(CSc3nnc(Nc4ccc(Oc5ccccc5)cc4)s3)o2)cc(OC)c1OC	4%	0.1%	-2%	-14%	19%	2%	-1%	11%	-2	-2%	-1%
CN(C)C(=O)CSc1nc2ccc(N3C(=O)c4ccccc4C3=O)cc2s1	-17%	-1.3%	2%	3%	3%	-6%	5%	-17%	2	0%	1%
S=C(Nc1ccc(Oc2ccccc2)cc1)NC1CCCC1	-4%	-0.3%	4%	3%	1%	1%	?	-19%	?	0%	0%
COc1ccc(NCCC(O)c2ccc(Cl)cc2)cc1 (stereo not drawn)	2%	-0.3%	1%	4%	-14%	1%	-2%	2%	3	0%	-10%
CCN(C(=O)CN1CCN(c2ccc(OC)cc2)CC1)c1c(N)n(Cc2ccccc2)c(=O)[nH]c1=O	-1%	-0.5%	-1%	9%	2%	-3%	1%	1%	0	0%	1%
Cc1c(C(=O)c2no[n+]([O-])c2C(=O)c2cnn(C)c2C)cnn1C	-8%	0.0%	0%	-1%	-61%[inhibitor]	-15%	-17%	-38%	0	-12%	-2%
Cc1ccc(-n2nc(C)c(=O)c(-c3ccccc3)c2NC(=O)C(C)C)cc1	?	-0.2%	-3%	2%	13%	0%	0%	-15%	1	0%	-5%
COc1ccccc1OCCCn1c(=O)oc2ccccc21	-18%	0.0%	1%	2%	10%	2%	19%	40%	4	8%	-1%
CC(C)OCC(O)CN1CCN(CCN2C(=O)c3cccc4cccc(c34)C2=O)CC1 (stereo not drawn)	0%	-0.8%	1%	144%	-52%[inhibitor]	?	-2%	21%	-2	3%	-5%
